LDHA inh: inhibitors of human lactate dehydrogenase A | P00338 | purified LDHA, NADH/diaphorase-resazurin fluorescence; active compounds read low | activity change, % (values are at about 110 or 230 µM) | 0.15% of 480,000 active | AID 1347041; in the data active = activity change below about -30%; inconclusive = mostly about -25% to -30%;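 note: plate controls were DMSO wells for no effect and wells without enzyme for full effect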
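Enzyme activity of human lactate dehydrogenase 5 (2 nM; 0.06 mM NADH, 0.2 mM pyruvate, 5 min, RT) is measured via a resazurin/diaphorase fluorescence readout of residual NADH.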
Vif-A3G inh: inhibitors of Vif-APOBEC3G interaction; HeLa A3G-eYFP + Vif (tagged APOBEC3G with the HIV-1 protein that degrades it), YFP fluorescence, overnight; Potency, µM (highest dose often 46.1 µM), for the others: at the highest dose activity, negative = active, most hits filed as inhibitors; 0.076% of 410,000 active; AID 602310;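 note: potency is the fitted concentration of half-maximal effect; % is set by controls: 0 for no effect and ±100 for the full control effect; nearly all actives have a fitted effect of over 60% in size; hits raise eYFP signal because A3G escapes Vif-driven loss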
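HeLa cells stably expressing Vif and C-terminally eYFP-tagged A3G, seeded overnight at 37 deg C, then exposed to compound by pintool overnight at 37 deg C. Rise in yellow fluorescence (Ex 488/Em 500-530, Acumen) marks blocked Vif-driven A3G degradation.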
IDH1 R132H inh: inhibitors of human mutant IDH1 R132H | Potency, µM (series often up to 76.6 µM), for inactives: at the top dose activity change, negative = inhibition, usual class: inhibitors | O75874 | IDH1-R132H enzyme, NADPH consumption, diaphorase/resazurin fluorescence | 0.093% of 390,000 active; note: potency is the fitted concentration of half-maximal effect; % is set by controls: 0 for no effect and ±100 for the full control effect; nearly all actives have a fitted effect of over 65% in size
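IDH1-R132H (0.5 ug/mL dispensed) in pH 7.5 Tris buffer was preincubated 30 min with compound, then given a substrate mix of 0.016 mM NADPH and 2 mM alpha-KG for 80 min at room temperature; remaining NADPH was read by diaphorase/resazurin fluorescence.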
GRP78 ERSR act: ER stress response induction in glioma | U87-MG GRP78 promoter luciferase reporter, 16 h | Potency, µM, inactives show at the top dose activation, actives largely listed as activators | 0.02% of 420,000 active; note: potency is the fitted concentration of half-maximal effect; series mostly up to about 76 µM; % of control where 0% means no effect; nearly all actives have a fitted effect of over 35% in size
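Stably transfected U87-MG glioma cells carrying a GRP78-based luciferase sensor; 16 h compound incubation. Luminescence end-point read 10 min after Bright-Glo addition at room temperature.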
USP1 inh: blocks the human USP1/UAF1 deubiquitinase complex. 0.23% of 390,000 active. Potency, µM (titrated, usually from 57.1 µM), for the others: at the top dose activity change, negative = inhibition, usual class: inhibitors. recombinant USP1/UAF1, Ub-Rhodamine cleavage fluorescence; note: potency is the fitted concentration of half-maximal effect; % is set by controls: 0 for no effect and ±100 for the full control effect; nearly all actives have a fitted effect of over 60% in size; inactives centre near -12
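In this screen, compounds sit with the deubiquitinase complex (1nM) for 15 min at room temperature before Ub-Rho is added at 150nM final. Fluorescence rise is then followed for 6 reads every 60 seconds.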
Vif-APOBEC3F blk: inhibitors of Vif-A3F interaction. Potency, µM (doses to about 46.1 µM), for inactives: top-dose activity, negative = active. HeLa A3F-eYFP + Vif (tagged APOBEC3F with the HIV-1 protein that degrades it), YFP fluorescence increase. AID 602313. 0.2% of 390,000 active; note: potency is the fitted concentration of half-maximal effect; % of control where 0% means no effect; nearly all actives have a fitted effect of over 65% in size
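Fluorescence increase (Ex 488/Em 500-530) after overnight compound treatment at 37 deg C flags inhibition of Vif-driven A3F-eYFP loss in stable HeLa A3F-eYFP/Vif cells seeded overnight beforehand.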
TrxR1 substrate: is turned over as a substrate by rat TrxR1; O89049; purified TrxR1 substrate turnover, NADPH consumption readout; Potency, µM (doses to about 114 µM), inactives show at the highest dose activity change, negative = substrate turnover; 0.01% of 390,000 active; note: potency is the fitted concentration of half-maximal effect; % is set by controls: 0 for no effect and ±100 for the full control effect; nearly all actives have a fitted effect of over 50% in size
Target sequence (O89049 whole entry, looked up): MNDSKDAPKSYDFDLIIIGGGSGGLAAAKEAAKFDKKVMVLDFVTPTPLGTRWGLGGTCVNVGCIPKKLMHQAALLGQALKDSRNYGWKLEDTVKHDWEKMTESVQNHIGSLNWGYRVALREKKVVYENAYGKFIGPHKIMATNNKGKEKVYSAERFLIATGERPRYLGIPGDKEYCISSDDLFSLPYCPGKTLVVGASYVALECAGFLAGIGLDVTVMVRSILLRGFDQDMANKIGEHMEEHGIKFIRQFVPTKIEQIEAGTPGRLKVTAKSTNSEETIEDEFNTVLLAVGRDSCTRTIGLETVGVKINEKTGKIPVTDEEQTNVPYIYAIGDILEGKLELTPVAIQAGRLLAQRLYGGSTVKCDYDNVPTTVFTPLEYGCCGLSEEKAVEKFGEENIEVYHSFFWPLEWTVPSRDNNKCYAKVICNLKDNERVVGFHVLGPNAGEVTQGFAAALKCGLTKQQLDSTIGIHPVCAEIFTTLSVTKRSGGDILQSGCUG
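Rat TrxR1, dispensed at 90 nM, was prereduced with 400 uM NADPH (final) for 5 min at ~22 deg C, then incubated with compound 15 min before 400 uM selenite. A first-read NADPH fluorescence drop versus no-compound background flagged substrates.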
TrxR1 inh: inhibitors of rat thioredoxin reductase 1. Potency, µM (top dose mostly 114 µM), inactives show at the highest dose activity change, negative = inhibition, hits mostly inhibitors. recombinant rTrxR1, NADPH fluorescence consumption, selenite substrate. 1% of 390,000 active; note: potency is the fitted concentration of half-maximal effect; % is set by controls: 0 for no effect and ±100 for the full control effect; nearly all actives have a fitted effect of over 65% in size
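Rat TrxR1 (90 nM in the dispensed reagent) was pre-reduced with 400 uM NADPH for 5 min at room temperature, then incubated with compound for 15 min. After 400 uM selenite was added, NADPH fluorescence (Ex 340/Em 450 nm) was followed for 8 min.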
RGS4 inhibitor: human RGS4 inhibition | P49798 | 0.039% of 390,000 active | AID 504845 | Transcreener GDP fluorescence polarization, RGS4-accelerated GTP hydrolysis | Potency, µM (doses to about 114 µM), inactives show at the top dose activity change, negative = inhibition, usual class: inhibitors; note: potency is the fitted concentration of half-maximal effect; % is set by controls: 0 for no effect and ±100 for the full control effect; nearly all actives have a fitted effect of over 75% in size; some results filed as inactive show a strong effect at the top dose
Target sequence (P49798 whole entry, looked up): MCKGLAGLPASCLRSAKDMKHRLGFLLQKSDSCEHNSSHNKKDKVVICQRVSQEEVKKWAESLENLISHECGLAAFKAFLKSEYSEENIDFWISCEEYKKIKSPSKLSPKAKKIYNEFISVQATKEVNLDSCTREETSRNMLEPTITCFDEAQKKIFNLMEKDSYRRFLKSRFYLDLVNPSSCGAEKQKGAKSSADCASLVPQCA
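MLSMR compounds (23 nl, pin-transferred) preincubated 10 min at room temperature with a 500nM (2x) first reagent, then RGS4 at 900nM (2x) plus Transcreener GDP mix added; fluorescence polarization (620/688 nm) read before and after 90 min at 30 °C.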
* hit, by the source's call; ? = inconclusive; · = no result given; & = joins results of further samples; [ ] = remark or other dose. Unless noted, calls come from the whole dose curve; as a rule, active = well fitted curve in the direction sought with a large enough effect; inconclusive = small, poorly fitted or top-dose-only effect, or another doubt; inactive = no such curve, though single readings can be large; an effect the other way counts as inactive or inconclusive.

SMILES,LDHA inh,Vif-A3G inh,IDH1 R132H inh,GRP78 ERSR act,USP1 inh,Vif-APOBEC3F blk,TrxR1 substrate,TrxR1 inh,RGS4 inhibitor
COc1ccc(NS(=O)(=O)c2cccc(C(=O)NCCCN3CCCC3=O)c2)cc1,-2.7,2.4%,-3.1%,0.2%,-7.6%,5.2%,-4.5%[57.1 µM],11.1%,12.5%
COc1cc(C(C)=O)ccc1OCC(=O)Nc1ccccc1N1CCCCC1,-0.2,-20.6%,3.1%,-4.1%,-15.8%,6.0%,-6.8%,-11.0%,-19.2%
O=C(Cn1nc(Cc2ccncc2)c2ccccc2c1=O)N1CCc2ccccc2C1,12.6,0.0%,20.5%,-2.2%,28.2µM*,-5.4%,14.8%,59.0%[activator],-5.4%
Cc1ccc(NC(=O)CS(=O)CC(=O)NCC2CCCO2)cc1 (stereo not given),-0.3,0.7%,3.6%,-3.0%,-12.7%,-2.1%,-0.6%,9.3%,-37.6%
O=c1[nH]cccc1-c1nc2ccccc2[nH]1,-2.5,-0.1%,2.6%,1.3%,-9.8%,-8.0%,·,?,7.9%
Cc1nn(C)cc1C(C)NC(=O)c1cc(COc2c(F)cccc2F)on1 (stereo not given),2.0,-7.2%,16.6%,-3.7%,-9.3%,-9.7%,1.0%,-6.1%,-1.5%
COc1ccc(-c2[nH]ncc2C(=O)NCc2cccc(Cl)c2)cc1,-9.8,·,·,·,-14.0%,·,6.7%,19.7%,12.0%
Cc1ccc(/C=N/NC(=O)CNC(=O)COc2ccccc2)o1,-0.2,0.7%,2.6%,-2.3%,-17.7%,0.9%,-11.7%,10.9%[57.1 µM],21.6%
CC(C)(C)NC(=O)CN1CCC(O)(c2ccccc2)CC1,3.5,0.9%,-3.8%,-2.5%,-6.8%,-12.7%,9.8%,24.5%,20.2%
Cc1ccc(C(=O)NCCc2ccccc2)cc1S(=O)(=O)N1CCOCC1,-5.6,-2.8%,3.9%,3.5%,-22.3%,-7.8%,6.0%,17.1%,8.2%
Cc1ccc(OCC(=O)NCC(c2ccc(Cl)cc2)N2CCOCC2)cc1C (stereo not given),3.2,1.7%,3.9%,-1.3%,-19.3%,-3.4%,-0.9%,14.0%,-29.3%
COc1cccc(C(=O)CN2C(=O)C(C)(C)Oc3ccc(C(=O)N4CCCCCC4)cc32)c1,-5.9,-5.5%,11.4%,0.0%,-4.0%,2.9%,9.9%[57.1 µM],21.0%[57.1 µM],13.1%
CSc1ccccc1NC(=S)N/N=C/c1cccn1Cc1ccc(F)cc1,2.6,-3.7%,4.3%,-2.9%,-9.1%,-19.2%,-3.8%[57.1 µM],14.6%[57.1 µM],-22.2%
COc1ccccc1N1CCN(c2nc3ccccc3nc2C(C#N)C(=O)OC(C)C)CC1 (stereo not given),5.2&-8.6,-6.1%,7.0%,1.0%,-23.6%,-3.8%,-6.9%[57.1 µM],6.3%[57.1 µM],-0.5%
CN(C(=O)CSc1nnc(-c2ccco2)n1N)C1CCCCC1,-6.2,-0.9%,-5.1%,-1.8%,-6.7%,11.5%,2.7%,21.5%,15.3%
O=c1c2cnn(-c3ccc(F)cc3)c2ncn1Cc1cccnc1,-4.4,0.4%,6.7%,-4.8%,-22.6%,0.6%,-0.5%,4.9%,-10.6%
O=C(O)c1ccccc1C(=O)Nc1ccc(-n2ccc(C(F)(F)F)n2)cc1,-3.7,-0.6%,5.7%,-6.7%,-17.2%,0.2%,7.1%,14.0%,-2.2%
CCCNC(=S)Nc1cccc(C(F)(F)F)c1,-2.7,-2.6%,4.4%,-0.3%,4.7%,3.3%,5.7%,23.6%,6.7%
O=C(CN(C(=O)CNS(=O)(=O)c1ccc(F)cc1)c1ccccc1F)NCc1ccco1,-15.0,-0.2%,22.7%,-3.2%,-18.6%,2.2%,8.0%[57.1 µM],16.5%[57.1 µM],25.0%
C1CCC(n2nnnc2CN2CCCC2)CC1,-10.3,1.8%,0.0%,0.3%,-6.1%,-4.0%,2.6%,-6.5%,-13.1%
O=C(CCN1C(=O)/C(=C/c2ccccc2)SC1=S)NCCc1ccc(O)cc1,-9.8,-7.0%,1.0%,-4.2%,-16.4%,-4.3%,-2.9%,6.1%,-16.4%
CCN1CCN(c2cc(C)c3cc(NC(=S)NCc4cccs4)ccc3n2)CC1,1.0,-0.9%,-5.5%,-3.4%,-7.9%,-15.6%,-2.6%,-17.3%,-24.2%
CC(=O)O/N=C(/C)c1ncc(C(F)(F)F)cc1N1CCOCC1,-8.9,-0.9%,7.6%,-3.3%,-3.3%,-3.1%,51.2%[activator][57.1 µM],6.1%[57.1 µM],12.3%
COCCn1c(SCC(=O)NC2CCCC2)nnc1C(C)C,-1.9,3.3%,-1.0%,-1.9%,-11.1%,-1.7%,12.2%[0.0914 µM],23.5%[57.1 µM],5.2%
C[C@H](CO)N1C[C@H](C)[C@@H](CN(C)Cc2ccc(C(=O)Nc3ccccc3N)cc2)Oc2c(NC(=O)C3CCCCC3)cccc2C1=O,4.2,-4.4%,39.8µM*,-1.4%,-19.0%,5.1%,2.8%,7.4%,-8.4%
CC(=O)c1cccc(NC(=O)N2CCCC(C(=O)c3cc(F)ccc3F)C2)c1 (stereo not given),-8.1,-0.9%,-0.9%,-3.5%,-18.8%,10.4%,-0.8%,1.7%,-0.1%
O=C(NNC(=O)c1ccc(O)cc1O)c1ccc(Cl)cc1,3.7,-12.1%,3.5%,?,7.6%,-5.5%,-4.3%,3.3%[57.1 µM],23.3%
COc1ccc(CCNC(=O)CCS(=O)(=O)c2cc3c(cc2Cl)NC(=O)CO3)cc1OC,-0.4&-9.6,0.3%,-12.5%,-2.2%,-20.4%,-2.0%,-3.4%,13.7%,-6.6%
COc1ccc2c(c1)-c1nc(NC(=O)c3ccco3)sc1CC2,22.1,-8.6%,16.5%,4.8%,-24.7%,0.4%,2.3%,1.6%,-36.6%
CCOC(=O)c1cc(-c2ccccc2)n(CCCC(=O)Nc2ccccc2C)c1C,5.3,-0.6%,-11.2%,-3.7%,-6.7%,0.8%,2.4%[57.1 µM],33.0%[57.1 µM],-27.6%

Limited to IDH1 R132H inh (2 entries from above):
Molecule	IDH1 R132H inh
CC(=O)c1cccc(NC(=O)N2CCCC(C(=O)c3cc(F)ccc3F)C2)c1 (stereo not given)	-0.9%
CCCNC(=S)Nc1cccc(C(F)(F)F)c1	4.4%

Later entries:
SMILES,LDHA inh,Vif-A3G inh,IDH1 R132H inh,GRP78 ERSR act,USP1 inh,Vif-APOBEC3F blk,TrxR1 substrate,TrxR1 inh,RGS4 inhibitor
O=C(NCc1ccc(Cl)cc1)c1cccnc1,-0.7,1.9%,-0.6%,-4.3%,-6.2%,-10.4%,11.3%[57.1 µM],-8.6%,-15.8%[11.4 µM]
Cc1cc(NC(=O)CSc2ccccn2)no1,-4.4,-2.2%,5.2%,-2.0%,-18.6%,-0.6%,-0.8%[2.29 µM],6.4%[2.29 µM],1.9%[56.9 µM]
CCC(=O)N1CCc2cc(S(=O)(=O)NC(C(=O)NCc3ccccc3)C(C)C)ccc21 (stereo not given),-16.9,3.0%,-1.3%,-5.0%,1.6%,-0.3%,5.4%[57.1 µM],12.5%[57.1 µM],58.6%[activator]
Cn1c(=O)c2[nH]c(C3CCC3)nc2n(C)c1=O,-2.5,-5.1%,3.1%,-4.4%,-5.3%,10.8%,15.4%[11.4 µM],18.6%[11.4 µM],4.5%
CCOC(=O)N1CCC(Nc2c(NCCCN(CC)CC)c(=O)c2=O)CC1,-6.0,1.7%,5.1%,-5.9%,?,-2.1%,8.0%,17.6%,-9.1%
CCc1ccc(-c2csc(-c3c[nH]c4ccccc34)n2)cc1,-3.8,-6.2%,-3.4%,-0.2%,?,-1.5%,-4.8%,-11.8%,2.5%
O=C1C2C(C(=O)N1/N=C/c1ccc(N3CCCCC3)o1)C1C=CC2C12CC2 (stereo not given),-0.8,3.2%,-0.5%,-2.9%,-7.0%,0.2%,-3.0%,25.1µM*,-57.4%
Cc1ccc(/C=[N+](/[O-])C2SC(=S)N(C)C2(C)C)cc1 (stereo not given),-3.7,0.3%,6.7%,-5.1%,-6.7%,-31.9%,-7.2%,-4.0%,-2.0%
O=C(Cn1cnc([N+](=O)[O-])n1)NCCO,3.1,1.4%,-4.5%,-4.4%,-6.7%,3.4%,4.6%,14.3%,-13.1%
COc1ccc(C2c3[nH]c4ccccc4c3C[C@H]3C(=O)N(CCCO)CC(=O)N23)c(OC)c1 (stereo not given in full),-5.6,-1.8%,-3.4%,1.4%,-9.2%,-3.9%,-2.9%,13.5%,-5.6%

Bioassay records as filed in PubChem.

Not all compounds are listed; count on the stated rates, not on these rows.
